NCOA2 inhibitor = inhibition of GAL4-SRC2 driven luciferase reporter, primary screen, SRC2 inhibitor project, cell-based, luminescence; Nuclear receptor coactivator 2 (Homo sapiens), Q15596; inhibition, % at 9 µM; HEK293 GAL4-SRC2 luciferase reporter; actives 0.17% (n = 370,000);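 active = inhibition above the mean inhibition of all tested compounds plus 3 SD, set per campaign, cut at about 52% in these data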;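 also: 0% = DMSO treated cells and 100% = cells given Gossypol at 36 µM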
CF NFkB inh = inhibitors of PAF-induced NF-kB signaling, primary screen, cell-based, GFP fluorescence, uHTS; KKLEB NF-kB-GFP reporter, GFP fluorescence overnight; inhibition, % at 5 µM; actives 0.86% (n = 360,000);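 active = at least 50% inhibition at 5 µM, scaled per plate between neutral and stimulator controls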;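 also: PAF is a Pseudomonas aeruginosa culture filtrate used as stimulus; plate controls were PAF-stimulated DMSO wells for no effect and unstimulated DMSO wells for full effect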
TWEAK Fn14 block = inhibitors of TWEAK-Fn14 signaling, primary screen, luciferase reporter cells, uHTS; TWEAK-stimulated Fn14 reporter cells, luciferase luminescence, 8 h; inhibition, % at 10 µM; actives 2% (n = 360,000); AID 1159606, 2016; in the data active = inhibition above about 50%
C8 TRAIL sens = viability loss with TRAIL in NB7+C8 cells, primary screen, TRAIL sensitizer project, cell-based, ATPlite luminescence; actives 1% (n = 360,000); inhibition (viability loss, TRAIL sensitization), % at 10 µM;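 active = compounds causing at least 50% loss of cell viability in the single-dose screen, relative to plate controls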
TROY NFkB inh = inhibitors of TROY-driven NF-kB signaling, primary screen, Q293 LMP1-TROYcd cells, NF-kB luciferase, uHTS. actives 0.98% (n = 360,000). inhibition, % at 10 µM. Q293 LMP1-TROYcd NF-kB luciferase reporter, 4 h;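 active = compounds whose plate-normalised and pattern-corrected inhibition of the luciferase reporter signal at the single screening dose is 50% or more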
KKLEB cytotox = cytotoxicity in KKLEB CF airway cells, primary screen, cytotoxicity control for CF NF-kB inhibitor project, cell-based, uHTS, fluorescence assay plates. KKLEB CF airway cells viability, ATPlite luminescence, overnight; hits give low values; cells stimulated with P. aeruginosa culture filtrate. activity change (cytotoxicity), % at 5 µM. actives 0.36% (n = 360,000);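 active = corrected activity change at or below -50% at 5 µM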
NR2F2 inh = NR2F2 transcriptional activity inhibitors, primary screen, cell-based, luciferase reporter, HEK293T, luminescence; COUP transcription factor 2 (Homo sapiens), P24468; inhibition, % at 8.6 µM; HEK293T NGFI-A luciferase reporter; actives 0.7% (n = 370,000);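 active = inhibition above a per-plate cutoff, mean inhibition of test wells between control levels plus 3 SD, cut at about 38% in these data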;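 also: cells cotransfected with COUP-TFII expression vector driving the NGFI-A reporter; 0% = median of COUP-TF2 test wells and 100% = reporter-only cells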
SRC3 inh = SRC3 coactivator transcriptional activity inhibitors, primary screen, cell-based, luminescence | Nuclear receptor coactivator 3 (Homo sapiens), Q9Y6Q9 | HEK293 GAL4-SRC3 luciferase reporter | inhibition, % at 3.6 µM | actives 0.17% (n = 360,000);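 active = inhibition above a per-campaign cutoff, the mean of all compounds plus 3 SD, cut at about 60% in these data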;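 also: 0% = DMSO-treated cells and 100% = gossypol-treated cells at 36 µM; higher means less SRC3-driven luciferase light from the GAL4 reporter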
LMP1 NFkB inh = EBV LMP1-driven NF-kappaB luciferase reporter inhibitors, primary screen, cell-based, luminescence, single point. LMP1-induced NF-kappaB luciferase reporter cells. inhibition, % at 12.5 µM. actives 0.69% (n = 350,000). AID 504558, 2011; in the data active = inhibition above about 41%;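 also: 0% = neutral control wells and 100% = reference inhibitor control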
SRC1 inh = SRC1 coactivator transcriptional activity inhibitors, primary screen, cell-based, luminescence. Nuclear receptor coactivator 1 (Homo sapiens), Q15788. HEK293 GAL4-SRC1 luciferase reporter. inhibition, % at 3.6 µM. actives 0.12% (n = 360,000);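 active = inhibition above the campaign mean plus 3 SD, with each screening campaign given its own cutoff, cut at about 60% in these data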;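 also: 0% = DMSO treated cells and 100% = gossypol at 36 µM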
LRH-1 inv ag = LRH-1 (NR5A2) inverse agonists, primary screen, cell-based, luminescence, HEK293T, StAR-luciferase reporter | LRH-1 transfected, 24 h | actives 0.13% (n = 360,000) | inhibition, % at 3.6 µM | Nuclear receptor subfamily 5 group A member 2 (Homo sapiens), O00482;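 active = inhibition above the mean inhibition of all tested compounds plus 3 SD, cut at about 73% in these data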;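 also: 0% = DMSO wells and 100% = reporter-only cells lacking LRH-1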
* marks the source's active call; other numbers are inactive results; nt = not tested or not shown.

Under each structure – NCOA2 inhibitor	CF NFkB inh	TWEAK Fn14 block	C8 TRAIL sens	TROY NFkB inh	KKLEB cytotox	NR2F2 inh	SRC3 inh	LMP1 NFkB inh	SRC1 inh	LRH-1 inv ag
[1] CN(c1ccccc1)C(c1ccc(F)cc1)c1nnnn1C1CCCC1 (stereo unspecified)
 : -15	1	3	-3	0	-14	9	14	7	12	-3
[2] COc1cc2c(cc1NCc1ccccn1)oc1ccccc12
 : -30	-23	-6	-2	-77	5	-20	-49	-54	-43	-32
[3] COc1ccccc1C(=O)Nc1ccc2nc3n(c(=O)c2c1)CCCC3
 : -22	-9	-25	-7	-8	3	1	-68	nt	5	-31
[4] CCc1cccc(C)c1NC(=O)CSc1nc(C)c(C)o1
 : 10	10	10	8	-13	21	-3	17	-2	1	-5
[5] Cc1ccccc1S(=O)(=O)NC(=O)C1(C)CCN1C(=O)C(C)(C)c1ccccc1 (stereo unspecified)
 : 5	2	-6	-21	-1	2	15	-12	nt	14	-11
[6] CC1C(c2ccc3c(c2)OCO3)c2cc3c(cc2OC1N1CCOCC1)OCO3 (stereo unspecified)
 : 12	-10	-5	2	19	9	26	21	-5	-4	7
[7] COC(=O)c1cc2n(n1)CCN(Cc1ccccc1F)C2=O
 : -9	3	0	-4	-20	4	-22	-21	-9	-15	8
[8] CC1(C(=O)NS(=O)(=O)c2ccc(Cl)s2)CCN1C(=O)Cc1cc(F)ccc1F (stereo unspecified)
 : -28	-12	13	-3	-25	11	5	-15	nt	2	13
[9] CC(C)NS(=O)(=O)c1ccc(OCC(=O)N2CCCC2)c(Cl)c1
 : 7	-8	5	-3	-8	5	-6	5	3	7	2
[10] CN(CC(=O)Nc1ccc(Cl)c(C(F)(F)F)c1)C(=O)CCNC(=O)c1ccco1
 : -6	-8	-1	0	-4	7	-4	-6	2	-15	-26
[11] O=C(NC1CC1)c1cccc(Nc2ccc(-c3ccc4c(c3)OCCO4)nn2)c1
 : -58	12	27	72*	-5	-20	-38	-47	-7	-58	-78
[12] O=C(O)c1nn2c(c1Br)NC(c1ccccc1)CC2C(F)(F)F (stereo unspecified)
 : -2	7	1	-6	-4	0	2	-2	-38	-11	-9
[13] CC(O/N=C\c1ccccc1O)C(=O)Nc1ccccc1C(=O)N1CCOCC1 (stereo unspecified)
 : -2	12	-4	8	-21	-1	7	-8	-4	-4	15
[14] CC1CCCC(NC(=O)CNCc2ccccc2F)C1C (stereo unspecified)
 : -12	-19	-13	-1	2	13	-10	8	-1	-10	8
[15] CCn1cc(/C=N/NC(=O)c2ccc(C#N)cc2F)c2ccccc21
 : -12	8	-27	3	-5	4	2	-10	-4	12	-17
[16] CC(=O)c1cccc(NC(=O)Cn2cnc(S(=O)(=O)N3CCCC3)c2)c1
 : 3	-22	-5	0	13	26	-11	-13	3	-5	-2
[17] O=C(N/N=C/c1ccc(Cl)c([N+](=O)[O-])c1)c1ccc2nc[nH]c2c1
 : -6	12	16	-10	9	8	2	11	-4	-6	16
[18] COC(=O)C1=C(N)Oc2cc(N(C)C)ccc2C1c1ccccc1OC (stereo unspecified)
 : -21	29	29	-12	24	-22	-16	3	15	-7	11
[19] COCC(=O)Nc1ccc2c(c1)OCC(=O)N2Cc1ccc(C)cc1
 : -26	8	-25	-6	-30	-2	-16	-26	-14	-29	-7
[20] COc1ccc(C=C(c2ccc(OC)cc2)c2ccc(OC)cc2)cc1
 : -35	2	5	-14	0	-8	-5	20	-4	8	-9
[21] Cc1ccc(-c2noc(C3CCN(S(=O)(=O)c4ccc5c(c4)OCCO5)CC3)n2)o1
 : -19	10	2	17	15	6	8	-6	1	1	12
[22] Cn1cnnc1SCC(=O)OCN1C(=O)c2ccccc2C1=O
 : -16	9	-1	-13	2	0	-1	7	-3	-1	-10
[23] CCCc1cc(=O)[nH]c(SCC(=O)Nc2cc(S(=O)(=O)N3CCCCC3)ccc2C)n1
 : 12	2	1	50*	0	3	2	-11	2	-18	8
[24] O=C(NC(=S)NNC(=O)c1cccs1)c1ccccc1
 : -16	1	-4	32	-12	3	-13	-20	-3	-13	-40
[25] O=C(COc1ccc(S(=O)(=O)N2CCCC2)cc1)NCc1ccccn1
 : 5	-13	27	-10	-13	11	7	12	-2	-4	16
[26] COc1ccccc1C(=O)N1CCN(c2ccccn2)CC1
 : 2	10	-8	1	-21	-17	-5	8	-3	3	2
[27] N#C/C(=C\c1c[nH]c2ccccc12)C(=O)NCC1CCCO1 (stereo unspecified)
 : -45	-10	-16	3	-47	-7	-12	-15	-8	-47	-18
[28] CCC(=O)Nc1nc2cc(OC)ccc2s1
 : -20	-2	14	19	-45	11	-38	-105	-31	-90	-202
[29] O=C(Nc1ccc(Br)cc1)C1CCCC1
 : -16	1	-12	22	14	2	2	-21	-4	-5	1
[30] N#Cc1c(-c2cccs2)cc(-c2cccs2)[nH]c1=O
 : -6	-27	1	2	-7	-5	18	-21	6	-30	-14
[31] N#C/C(C(=O)NCc1ccccc1)=C1\SC(CCO)C(=O)N1c1ccccc1 (stereo unspecified)
 : 0	6	-6	-5	7	-7	-2	-5	-12	-2	5
[32] CC(C)NC(=O)C1CCN(C2CCN(Cc3nc(C(C)C)cs3)CC2)CC1
 : 23	1	2	7	-2	0	1	2	4	-3	7
[33] Cc1ccc(S(=O)(=O)N2CCCCC2)cc1NC(=O)c1c(-c2ccccc2)noc1C
 : 1	-6	-3	-10	6	-12	-6	7	-2	-15	-2
[34] Cc1ccc(C)c(CC(=O)N2CCCCC2c2cc(C(=O)Nc3cccc(C#N)c3)no2)c1 (stereo unspecified)
 : 10	-22	24	17	23	-6	1	-67	nt	-17	-4
[35] c1ccc(-c2nnc(C(c3ccccc3)c3ccccc3)o2)cc1
 : 2	14	9	4	0	0	6	6	2	-2	-4
[36] COc1ccc(OCCCC(=O)OCC(=O)Nc2nnc(-c3ccccc3)o2)cc1
 : -4	-18	7	-15	-6	-4	1	13	-2	-3	-2
[37] CCN(CC)CCN1C(=O)C(O)=C(C(C)=O)C1c1ccc(OC)c(OC)c1 (stereo unspecified)
 : -35	-15	4	2	7	5	3	6	2	-1	15
[38] CCC(C)n1cnc2c(=O)oc3ccccc3c21 (stereo unspecified)
 : -2	-1	7	-2	-8	8	9	7	-8	2	10
[39] S=c1[nH]nc(-c2ccccc2)n1/N=C/c1c[nH]c2ccccc12
 : 16	-6	7	1	5	3	-7	13	7	1	4
[40] N#CC1=C(S)N(c2ccccc2)C(c2ccc(-c3cc(Cl)ccc3Cl)o2)NC1=O (stereo unspecified)
 : 6	6	-8	-6	1	-6	9	3	0	7	-21
[41] O=c1[nH]c(=O)n(Cc2ccccc2)c2c1C(C(F)(F)F)(C(F)(F)F)N=C(c1ccco1)N2
 : 3	-3	19	-4	-1	-7	-17	0	-3	-4	12
[42] CCN(CC)CCNC(=O)c1ccc2c(c1NCCO)C(=O)c1ccccc1C2=O
 : 35	77*	87*	95*	43	-52*	64*	63*	nt	44	39
[43] Cc1cccnc1N1C(=O)c2ccc(C(=O)O)cc2C1=O
 : -16	16	14	-16	9	-14	-11	6	2	-13	-11
[44] O=C(Nc1ccccc1F)c1ccc([N+](=O)[O-])s1
 : -20	-8	-6	17	-18	-2	-14	-26	-19	-41	-8
[45] COc1ccc(F)cc1S(=O)(=O)NCC(c1ccco1)N1CCc2ccccc2C1 (stereo unspecified)
 : -25	20	-1	-3	-17	1	4	-5	-8	-25	0

A few values from above:
compound 42 in TROY NFkB inh = 43
compound 39 in C8 TRAIL sens = 1
compound 33 in NCOA2 inhibitor = 1

Printed as active in CF NFkB inh, of those listed so far:
item	SMILES	NCOA2 inhibitor	CF NFkB inh	TWEAK Fn14 block	NR2F2 inh	SRC3 inh	LMP1 NFkB inh	SRC1 inh	LRH-1 inv ag
42	CCN(CC)CCNC(=O)c1ccc2c(c1NCCO)C(=O)c1ccccc1C2=O	35	77*	87*	64*	63*	nt	44	39

More records:
Under each structure – NCOA2 inhibitor	CF NFkB inh	TWEAK Fn14 block	C8 TRAIL sens	TROY NFkB inh	KKLEB cytotox	NR2F2 inh	SRC3 inh	LMP1 NFkB inh	SRC1 inh	LRH-1 inv ag
[46] O=C(NCc1ccccc1)c1cc(C2CCCCN2C(=O)CCCc2ccccc2)on1 (stereo unspecified)
 : -11	-18	20	-7	3	8	12	-7	nt	2	25
[47] O=C(COC(=O)c1c[nH]c2ccccc12)Nc1ccccc1
 : 4	-17	2	-7	-15	-12	0	3	1	-10	8
[48] CN(Cc1ccccc1)S(=O)(=O)c1ccc2c(c1)n(C)c(=O)n2C
 : -33	-8	-13	-3	1	0	0	27	6	13	-2
[49] Cc1cc(OCC(=O)c2ccc(F)cc2)ccc1N1C(=O)CCC1=O
 : -16	-5	12	-1	-10	2	-3	2	0	-20	-8
[50] CCc1ccc(NC(=O)COC(=O)C2(c3ccc(Cl)cc3)CCCC2)cc1
 : 13	8	44	19	37	8	12	-5	61*	7	2
[51] O=C(Nc1cc2c(=O)n(-c3ccc(Oc4ccccc4)cc3)ccc2oc1=O)c1ccccc1
 : -40	7	-22	2	15	-13	-2	3	-1	5	9
[52] COc1ccc(-c2nnc(SC(C)C#N)o2)cc1 (stereo unspecified)
 : -65	-21	-16	3	-46	12	-21	-65	-10	-47	-19

Two records picked at random from those above, as already listed:
Under each structure – NCOA2 inhibitor	CF NFkB inh	TWEAK Fn14 block	C8 TRAIL sens	TROY NFkB inh	KKLEB cytotox	NR2F2 inh	SRC3 inh	LMP1 NFkB inh	SRC1 inh	LRH-1 inv ag
[52] COc1ccc(-c2nnc(SC(C)C#N)o2)cc1 (stereo unspecified)
 : -65	-21	-16	3	-46	12	-21	-65	-10	-47	-19
[51] O=C(Nc1cc2c(=O)n(-c3ccc(Oc4ccccc4)cc3)ccc2oc1=O)c1ccccc1
 : -40	7	-22	2	15	-13	-2	3	-1	5	9
